Compound activity from PubChem BioAssay.
PPARg SRC2 recr: promotes SRC-2 coactivator recruitment by human PPARgamma; P37231; PPARgamma LBD-SRC-2 recruitment, biochemical; activation, % at 8 µM; 200,000 tested, 0.34% active; AID 1032; in the data active = activation above about 22%;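 note: 0% = vehicle and 100% = reference agonist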
Target sequence (P37231 whole entry, looked up, the tested form may be a part): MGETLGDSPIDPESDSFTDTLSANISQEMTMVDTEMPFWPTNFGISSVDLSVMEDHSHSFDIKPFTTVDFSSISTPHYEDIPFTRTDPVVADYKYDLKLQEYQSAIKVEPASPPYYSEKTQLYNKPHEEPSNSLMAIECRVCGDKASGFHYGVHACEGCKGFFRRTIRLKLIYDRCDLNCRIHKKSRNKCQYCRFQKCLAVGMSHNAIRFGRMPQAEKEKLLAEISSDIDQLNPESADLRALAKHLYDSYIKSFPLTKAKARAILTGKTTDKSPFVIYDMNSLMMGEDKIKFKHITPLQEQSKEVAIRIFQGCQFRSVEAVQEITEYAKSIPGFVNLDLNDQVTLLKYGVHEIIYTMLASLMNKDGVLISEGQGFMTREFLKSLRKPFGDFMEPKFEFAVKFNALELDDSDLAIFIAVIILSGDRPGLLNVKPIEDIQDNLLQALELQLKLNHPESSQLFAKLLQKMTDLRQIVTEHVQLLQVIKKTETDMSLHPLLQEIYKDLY
ROMK mod: modulates human ROMK potassium channel activity; 130,000 tested, 2% active; AID 1918; P48048; B-score at 10 µM; Tet-inducible ROMK, thallium flux fluorescence; actives lie on both sides;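 active = signal ratio slope over the read window, or its plate-corrected B-score, at least 3 SD from the plate mean, either direction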;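 note: B-score of the F/F0 ratio slope over 7 to 12 s after thallium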
Target sequence (P48048 whole entry, looked up): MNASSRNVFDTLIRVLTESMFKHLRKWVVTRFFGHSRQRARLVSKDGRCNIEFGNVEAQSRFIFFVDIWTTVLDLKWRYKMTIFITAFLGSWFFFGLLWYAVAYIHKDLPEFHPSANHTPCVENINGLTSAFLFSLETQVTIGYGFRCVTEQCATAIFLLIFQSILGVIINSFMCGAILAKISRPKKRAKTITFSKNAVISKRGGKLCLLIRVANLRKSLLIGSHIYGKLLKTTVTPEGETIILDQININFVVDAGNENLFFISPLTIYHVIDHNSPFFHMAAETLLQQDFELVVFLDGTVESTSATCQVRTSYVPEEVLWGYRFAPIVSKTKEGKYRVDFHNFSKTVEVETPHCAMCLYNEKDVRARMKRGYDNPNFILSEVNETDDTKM
Redox H2O2 prof: compounds producing H2O2 with reducing agent – biochemical, NIH compound library profiling, artefact control for MLSCN library redox annotation, primary screen | DTT-dependent redox cycling H2O2, phenol red/HRP absorbance; 100% = 100 µM peroxide control, 0% = buffer | activation, % at 10 µM | 200,000 tested, 0.03% active;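 active = activation of at least 50% relative to the plate's high and low controls in the primary single-dose screen; inactive = activation below 50%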;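 note: compound incubated with DTT at 0.8 mM final as the reducing agent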
TLR4-MyD88 BLA: inhibitors of human TLR4-MyD88 binding | O00206+Q99836 | HeLa CL3-4 TLR4/MyD88 BLA complementation, FRET ratio | inhibition, % at 8.4 µM | 200,000 tested, 0.18% active; in the data active = inhibition above about 25%;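 note: 0% = vehicle and 100% = reference inhibitor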
bIAP inh: intestinal alkaline phosphatase (bovine) inhibition. purified bovine IAP, CDP-star luminescence, 30 min. inhibition, % at 20 µM. 190,000 tested, under 10 active. AID 1019;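 active = over 50% inhibition of intestinal alkaline phosphatase at 20 µM in the single-dose screen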
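Incubation: 30 min reaction at room temperature / Material: purified bovine intestinal alkaline phosphatase (IAP) enzyme / Input: enzyme at 1/65,000,000 dilution / Dosing: 20 µM single dose / Signal: CDP-star luminescence signal / Reagent: CDP-star chemiluminescent phosphatase substrate, 30 µM final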
bIAP act: intestinal alkaline phosphatase (bovine) activation | purified bovine IAP, CDP-star luminescence, 30 min; active compounds read high; fold of DMSO-control signal, blank-subtracted | AID 1016 | activation factor at 20 µM | 200,000 tested, 0.17% active;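 active = activation factor of 2 or more at 20 µM, a signal rise over negative controls twice the positive control's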
PPARg SRC-3 ag: promotes SRC-3 coactivator recruitment by human PPARgamma | P37231 | 200,000 tested, 0.26% active | AID 731 | biochemical PPARgamma/SRC-3 coactivator recruitment assay | activation, % at 8 µM; in the data active = activation above about 23%;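 note: 0% = DMSO and 100% = reference agonist; some compounds past the cut are filed as inactive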
TR-FRET SRC-2 ct: counter-screen for PPARgamma SRC-2 recruitment agonists: TR-FRET artefact; active compounds read high; TR-FRET ratio at 8 µM; 200,000 tested, 0.4% active; in the data active = TR-FRET ratio above about 2000; note: inactives centre near 1500; reference of the scale not given here
S1P3 antagonist: blocks the human S1P3 receptor; Q99500; CHO S1P3 NFAT-BLA reporter, FRET fluorescence, antagonist mode; inhibition, % at 4.98 µM; 170,000 tested, 0.27% active; AID 485;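 active = inhibition above the plate cutoff, the mean inhibition of test wells on that plate plus 3 SD, cut at about 28% in these data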;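 note: cells challenged with S1P at its EC80 of 0.8 µM; blue over green emission ratio from cleaved BLA substrate after 4 h stimulation; 0% = S1P-stimulated wells and 100% = unstimulated DMSO-only wells; some compounds past the cut are filed as inactive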
PPARg SRC-1 ag: agonists of human PPARgamma SRC-1 coactivator recruitment; P37231; PPARgamma-SRC-1 coactivator recruitment biochemical assay; activation, % at 8 µM; 200,000 tested, 0.41% active; AID 631; in the data active = activation above about 19%;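 note: 0% = DMSO and 100% = reference agonist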
Lmaj promast: inhibitors of Leishmania major promastigote growth. 200,000 tested, 9% active. inhibition, % at 10 µM. Leishmania major promastigotes, resazurin fluorescence viability; in the data active = inhibition above about 50%;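 note: promastigotes grown with compound for 44 hours at 28 °C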
* hit, by the source's call; / = not tested or not shown.

Start of the listing, in advance (6 entries):
cpd	mol	PPARg SRC2 recr	ROMK mod	Redox H2O2 prof	TLR4-MyD88 BLA	bIAP inh	bIAP act	PPARg SRC-3 ag	TR-FRET SRC-2 ct	S1P3 antagonist	PPARg SRC-1 ag	Lmaj promast
1	CC1(C)CC(CCN(Cc2ccccc2)C(=O)c2ccco2)(c2ccccc2)CCO1 (stereo not drawn)	1	/	0.2	-3	19	0.8	6	1612	-6	7	30
2	Cc1ccc(-n2c(-c3cnccn3)n[nH]c2=S)c(Br)c1	5	0.4	-0.1	-7	12	0.9	9	1693	1	9	-8
3	O=C(c1ccc(F)cc1)c1c[nH]c(C(=O)NCCCN2CCOCC2)c1	10	/	-4.4	-6	1	1	12	1616	/	5	5
4	O=C(OCC(=O)c1c[nH]c2ccccc12)c1ccc([N+](=O)[O-])s1	-3	-0.22	-0.1	-27	1	1	-3	1324	-11	2	100*
5	Cn1c(NC(=O)C2CCCO2)cc(=O)n(C)c1=O (stereo not drawn)	4	/	-1.4	-11	12	0.9	-6	1640	-19	1	-8
6	Cn1ncc(Cl)c1C(=O)N1CCN(C(=O)c2ccco2)CC1	6	/	0.1	-7	-7	1.1	1	1530	-21	6	-8

The whole of this part, previewed entries included:
cpd	mol	PPARg SRC2 recr	ROMK mod	Redox H2O2 prof	TLR4-MyD88 BLA	bIAP inh	bIAP act	PPARg SRC-3 ag	TR-FRET SRC-2 ct	S1P3 antagonist	PPARg SRC-1 ag	Lmaj promast
1	CC1(C)CC(CCN(Cc2ccccc2)C(=O)c2ccco2)(c2ccccc2)CCO1 (stereo not drawn)	1	/	0.2	-3	19	0.8	6	1612	-6	7	30
2	Cc1ccc(-n2c(-c3cnccn3)n[nH]c2=S)c(Br)c1	5	0.4	-0.1	-7	12	0.9	9	1693	1	9	-8
3	O=C(c1ccc(F)cc1)c1c[nH]c(C(=O)NCCCN2CCOCC2)c1	10	/	-4.4	-6	1	1	12	1616	/	5	5
4	O=C(OCC(=O)c1c[nH]c2ccccc12)c1ccc([N+](=O)[O-])s1	-3	-0.22	-0.1	-27	1	1	-3	1324	-11	2	100*
5	Cn1c(NC(=O)C2CCCO2)cc(=O)n(C)c1=O (stereo not drawn)	4	/	-1.4	-11	12	0.9	-6	1640	-19	1	-8
6	Cn1ncc(Cl)c1C(=O)N1CCN(C(=O)c2ccco2)CC1	6	/	0.1	-7	-7	1.1	1	1530	-21	6	-8
7	N#C/C(=C/Nc1ccccc1)c1ccsc1	2	-0.95	-0.2	4	10	0.9	5	1782	/	-1	0
8	CS(=O)(=O)c1nncn1-c1ccccc1	6	/	1.8	5	6	0.9	2	1491	23	6	-11
9	COc1cc(C)nc(Nc2nc(C)c(C(C)=O)s2)n1	-2	-0.59	-1.2	-2	-3	1	8	1588	/	9	46
10	Cc1nc(C(=O)Nc2ccc(Cl)cc2)nn1-c1ccc([N+](=O)[O-])cc1	-3	/	1.8	2	16	0.8	6	1530	/	-2	-4

Additional compounds.
cpd	mol	PPARg SRC2 recr	ROMK mod	Redox H2O2 prof	TLR4-MyD88 BLA	bIAP inh	bIAP act	PPARg SRC-3 ag	TR-FRET SRC-2 ct	S1P3 antagonist	PPARg SRC-1 ag	Lmaj promast
11	C=CCC(CC=C)(C(N)=O)c1ccccc1	1	-0.44	0.8	-4	-2	1	-3	1400	2	2	3
12	COC(=O)c1[nH]c2ccc(C)cc2c1NC(=O)Oc1ccccc1	0	/	9.9	12	3	1	21	1424	/	-1	1
13	CCCC(O)(CCC)C(=O)NN(C(=O)CCl)c1ccccc1	-8	/	0.0	21	-14	1.1	2	1526	15	4	52*
14	Cc1ccc(NC(=O)c2cc(-c3cccs3)on2)cc1C	2	0.16	0.4	-13	12	0.9	1	1615	-15	9	-2
15	NC(=O)C(c1ccc(Cl)cc1)c1ncc(C(F)(F)F)cc1Cl (stereo not drawn)	5	/	0.8	0	2	1	3	1694	/	-2	-5
16	COc1ccc(NC(=O)C2CCN(c3nc(C)cc(C)n3)CC2)cc1	-3	/	1.8	1	-12	1.1	-5	1252	/	1	-3
17	CCCCNC(=S)Nc1cc([N+](=O)[O-])ccc1C	3	0.32	0.0	-7	-16	1.2	4	1576	2	0	74*
18	COc1cc(/C=C2/NC(=O)NC2=O)cc(Br)c1OCc1ccc(C(=O)O)cc1	-4	2.4	-0.6	-5	7	0.9	4	1594	8	-3	0
19	O=[N+]([O-])c1cc(C(F)(F)F)ccc1N/N=C/c1cc2ccccc2nc1Cl	5	0.79	-0.8	-1	21	0.8	-4	1626	/	7	-4
20	Cc1ccc(C(NC(=O)NCCCN2CCOCC2)=C(Cl)Cl)cc1F	3	0.23	0.5	-11	-46	1.5	-6	1615	/	-2	81*

More compounds
cpd	mol	PPARg SRC2 recr	ROMK mod	Redox H2O2 prof	TLR4-MyD88 BLA	bIAP inh	bIAP act	PPARg SRC-3 ag	TR-FRET SRC-2 ct	S1P3 antagonist	PPARg SRC-1 ag	Lmaj promast
21	O=C(COC(=O)/C=C/c1cccc(F)c1)Nc1ccccc1-c1ccccc1	-9	-0.0085	-0.2	-6	9	0.9	-2	1466	-6	-4	40
22	C=CCSc1nnc(NC(=O)c2nc(SCC)ncc2Cl)s1	-1	/	0.0	-7	12	0.9	5	1656	/	0	-8
23	Nc1nc(SCC(=O)NC2CCCCCC2)[nH]c(=O)c1-c1ccccc1	11	0.42	0.3	2	9	0.9	0	1451	/	0	-4
24	CCOC(=O)c1c(CN2CCCCC2)n(C)c2cc(Br)c(OC)cc12	2	/	1.6	-6	12	0.9	-1	1494	1	1	99*
25	CC(NS(=O)(=O)c1ccc(CCC(=O)NCC2CCCO2)cc1)c1ccccc1 (stereo not drawn)	-2	/	0.5	-5	-10	1.1	6	1681	/	-4	8
26	COc1cc(NC(=S)N2CCC(C(O)(c3ccccc3)c3ccccc3)CC2)cc(OC)c1	-8	0.24	0.1	-1	0	1	-4	1625	-12	1	6
27	Cc1ccccc1C(=O)Nc1ccccc1C(=O)NCC(C)C	14	0.22	-0.7	-8	-1	1	1	1675	-5	9	2
28	O=C(NCCNC1CCC(c2ccccc2)CC1)c1ccc(F)cc1 (stereo not drawn)	-1	-1.7	-1.6	0	-26	1.3	3	1607	11	10	94*
29	COC(=O)CCCCC1SCC2NC(=O)NC21O (stereo not drawn)	-2	0.19	0.2	16	9	0.9	-10	1147	/	5	-5
30	CC(C)Nc1nc(Oc2ccc(Cl)cc2Cl)cc(C(F)(F)F)n1	4	/	1.7	6	13	0.9	-4	1533	/	1	-3

Remaining list, next part
cpd	mol	PPARg SRC2 recr	ROMK mod	Redox H2O2 prof	TLR4-MyD88 BLA	bIAP inh	bIAP act	PPARg SRC-3 ag	TR-FRET SRC-2 ct	S1P3 antagonist	PPARg SRC-1 ag	Lmaj promast
31	CCOc1ccccc1N(CC(=O)NC1CCCCC1)C(=O)CNC(=O)c1ccco1	-4	0.3	0.0	18	14	0.9	7	1578	/	-4	1
32	COc1ccc(NCc2nnc(SCc3ccccc3)n2-c2ccc(OC)cc2)cc1	15	/	0.7	3	8	0.9	3	1692	/	6	-2
33	COC(=O)c1cc2sc(Cl)cc2n1CC(=O)NCC1CCCO1 (stereo not drawn)	15	1.1	0.2	1	3	1	4	1633	/	6	3
34	Cc1ccc(NC(=O)C2C3CCCC2C3c2ccccc2)cc1 (stereo not drawn)	5	0.3	0.1	4	-3	1	3	1535	-5	1	35
35	CCc1nc2cc(C)nn2c2nc3ccccc3n12	-4	/	-0.9	8	-26	1.3	2	1501	6	-3	1
36	Cc1onc(-c2c(F)cccc2Cl)c1C(=O)Nc1nnc(-c2ccccc2)s1	8	/	1.7	-16	3	1	26*	1659	/	16	-4
37	O=C(CCc1nc2ccccc2c(=O)[nH]1)NCc1ccccn1	2	/	-0.3	-6	-9	1.1	2	1620	0	1	3
38	CN(C)C(=O)C(NC(=O)c1ccccc1)=C(Cl)Cl	-1	0.061	-0.4	1	3	1	1	1671	2	-2	2
39	O=C(Nc1nc2ccc(S(=O)(=O)N3CCCC3)cc2s1)C1CCCCC1	8	/	-3.6	-6	3	1	-4	1620	16	5	5
40	O=C(Nc1cccc(Cl)c1)c1ccc(F)c(S(=O)(=O)NCc2ccc3c(c2)OCO3)c1	-1	-0.99	-0.7	-6	-4	1	5	1785	-1	4	21

More results follow.
cpd	mol	PPARg SRC2 recr	ROMK mod	Redox H2O2 prof	TLR4-MyD88 BLA	bIAP inh	bIAP act	PPARg SRC-3 ag	TR-FRET SRC-2 ct	S1P3 antagonist	PPARg SRC-1 ag	Lmaj promast
41	CNC(=O)c1ccc(-c2ccc(Cl)c(Cl)c2)s1	9	-0.2	-1.6	7	-4	1	7	1714	-10	11	56*
42	CCCn1c(=S)[nH]c2ccccc2c1=O	-1	1.7	-0.3	11	1	1	2	1566	6	10	-1
43	CC(C)=NNc1nc(-c2ccc([N+](=O)[O-])cc2)cs1	13	/	0.3	5	8	0.9	3	1433	2	-1	27
44	COC(=O)C(NC(=O)CCc1c(C)nc2ncnn2c1C)C(C)C (stereo not drawn)	10	/	3.0	-12	-3	1	3	1633	/	2	-8
45	CS(=O)(=O)N1N=C(c2ccccc2)CC1c1ccc2c(c1)OCO2 (stereo not drawn)	7	-0.76	-0.5	-1	10	0.9	2	1522	4	-1	-6
46	CCc1ccc2c(c1)C(=O)C(=O)N2CC(=O)Nc1ccc(NC(=O)c2ccccn2)cc1	5	0.16	-0.5	3	3	1	4	1527	0	0	-8
47	Cc1cc(=O)oc2cc(Oc3ncccc3[N+](=O)[O-])ccc12	2	-0.96	-1.4	6	3	1	1	1583	-7	11	-10
48	O=C1Nc2ccccc2N(O)N1c1ccc(S(=O)(=O)N2CCCCCC2)cc1	3	-0.19	-0.7	-2	4	1	3	1716	-6	2	-6
49	Cc1cn(C2OC(COC(=O)c3ccccc3)C(OC(=O)c3ccccc3)C2OC(=O)c2ccccc2)c(=O)[nH]c1=O (stereo not drawn)	16	-0.7	0.5	4	3	1	6	1647	/	10	44
50	O=C(N/N=C/c1cc2ccccc2nc1Cl)c1ccncc1	9	1.4	0.0	3	-4	1	2	1422	12	-2	-2

(further entries)
cpd	mol	PPARg SRC2 recr	ROMK mod	Redox H2O2 prof	TLR4-MyD88 BLA	bIAP inh	bIAP act	PPARg SRC-3 ag	TR-FRET SRC-2 ct	S1P3 antagonist	PPARg SRC-1 ag	Lmaj promast
51	CCOc1ccccc1C(=O)N1CCN(C(c2ccccc2)c2ccccc2)CC1	1	/	0.6	8	-6	1.1	2	1866	/	2	95*
52	O=C(CCNS(=O)(=O)c1ccc(Br)s1)Nc1ccc(Cl)cc1	1	0.28	0.2	-3	31	0.7	-4	1596	/	0	81*
53	C=CCN1C(=O)/C(=C/c2ccc(OCC(=O)O)cc2)S/C1=N/c1nccs1	5	-0.27	-0.8	-2	0	1	2	1753	-2	8	-5
54	CCOC(=O)C1C(=O)NC(N2CCOCC2)=NC1C(C)C (stereo not drawn)	-6	1.7	1.9	-10	6	0.9	-8	1325	-19	4	-4
55	O=C(N/N=C/c1ccco1)c1cc(-c2cccc3ccccc23)n[nH]1	13	/	1.9	22	-13	1.1	5	1445	/	5	25
56	Cc1ccc(NC(=O)c2c(Cl)nc3ccccn23)cc1	2	-1.3	-2.4	7	0	1	-1	1668	8	-6	-4
57	CCOc1ccccc1C(=O)Nc1nccs1	10	-1.1	0.5	3	8	0.9	11	1713	8	10	-3
